# Source: PubChem BioAssay
# A549 viability = Nrf2 qHTS screen for inhibitors: counterscreen for cytotoxicity; A549 ARE-Fluc cells, CellTiter-Fluor viability, 18-24 h; Potency, µM (top dose mostly 46 µM), for inactives: at the highest dose activity change, negative = cytotoxicity, actives largely listed as inhibitors; 0.16% of 390,000 active; note: potency is the fitted concentration of half-maximal effect; % is set by controls: 0 for no effect and ±100 for the full control effect
#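 A549 ARE_Fluc cells in 5% FBS OPTI-MEM were exposed to compounds in concentration-response for 18-24 h at 37 deg C. Viability was read by CellTiter-Fluor fluorescence (Ex 405/Em 525) after 30 min, before the luciferase read.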
# Nrf2 ARE act = qHTS of Nrf2 Activators; AREc32 ARE-luciferase reporter (MCF7-derived line), luminescence, 24 h; Potency, µM (highest dose often 46.1 µM), without a hit: top-dose activation, actives largely listed as activators; 0.31% of 410,000 active; note: potency is the fitted concentration of half-maximal effect; % of control where 0% means no effect; nearly all actives have a fitted effect of over 65% in size
#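 Nrf2 activation is followed as ARE-luciferase induction in the AREc32 line after one day of compound treatment; luminescence is read with Steady-Glo.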
# pAkt inh = HTS Assay for Inhibitors of Akt Phophorylation: Primary Screen. Neuro2A IGF-stimulated pAkt S473 HTRF, 20 min; active compounds read low. activity change, % for hits at 50 µM. AID 651550, 2012. 0.32% of 360,000 active; in the data active = activity change below about -80%; inconclusive = mostly about -51% to -80%; note: % is set by controls: 0 for no effect and ±100 for the full control effect
#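 Single-point screen (50 µM final compound) in Neuro2A cells stimulated 20 min with 6 nM IGF at 37 deg C. After lysis, Ser473-phosphorylated Akt read by HTRF (ex 330 nm, em 615/665 nm) as the 665/615 ratio.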
# Abeta yeast res = qHTS for compounds that reverse cellular toxicity of Amyloid beta (A-beta) peptide in yeast: Primary Screen; yeast expressing A-beta42, growth rescue, OD600, 48 h; response scale: 0% DMSO, 100% iron-clioquinol control; 0.063% of 410,000 active; Potency, µM (titrated, usually from 46.1 µM), for inactives: at the highest dose growth rescue, most hits filed as activators; note: potency is the fitted concentration of half-maximal effect; nearly all actives have a fitted effect of over 55% in size
#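 Growth rescue measured by 600 nm absorbance after 48 h yeast culture at 30 C with compound. Values normalized between DMSO and an equimolar ferric chloride plus clioquinol control.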
# HepG2 tox = qHTS for Inhibitors of TGF-b: Cytotox Counterscreen | Potency, µM (doses to about 46.1 µM), for inactives: top-dose activity change, negative = cytotoxicity, hits mostly cytotoxic | 0.76% of 410,000 active | HepG2 CAGA-GFP viability, ATP luminescence, 18 h | AID 588856, 2011; note: potency is the fitted concentration of half-maximal effect; some results filed as inactive show a strong effect at the top dose
#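 HepG2 CAGA-GFP cells (1000/well, DMEM with 1% FBS) received compound, then TGF-beta at 500 pg/mL final, and were incubated 18 hours at 37 degrees C. Viability was read by CellTiter-Glo luminescence. Media-only wells were set as complete cell-killing and DMSO as no toxicity.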
# TGFb SMAD3 inh = qHTS for Inhibitors of TGF-b. Potency, µM (top dose mostly 46.1 µM), inactives show top-dose activity, negative = inhibition, hits mostly inhibitors. 1.2% of 410,000 active. AID 588855, 2011. HepG2 CAGA-GFP TGF-b/SMAD3 reporter, GFP fluorescence, 18 h; TGF-beta stimulated, 500 pg/mL final; note: potency is the fitted concentration of half-maximal effect; % is set by controls: 0 for no effect and ±100 for the full control effect; nearly all actives have a fitted effect of over 65% in size
#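 Inhibition was scored as loss of TGF-beta-induced (500 pg/mL final, 18 hours, 37 degrees C) GFP in HEPG2 cells carrying a CAGA-GFP reporter, in DMEM with 1% FBS. Well GFP was summed per cell; Activity was normalised to unstimulated and stimulated DMSO wells, then concentration-response fitting.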
# Mm-Cpn inhibitor = Inhibitors of TCP-1 ring complex (TRiC) of Methanococcus maripaludis (MmCpn): qHTS; 0.031% of 330,000 active; Chaperonin Mm-Cpn (Methanococcus maripaludis); Potency, µM (top dose mostly 76.9 µM), for the others: at the top dose activity, negative = inhibition, most hits filed as inhibitors; purified Mm-Cpn ATPase, ADP Transcreener TR-FRET; note: potency is the fitted concentration of half-maximal effect; % is set by controls: 0 for no effect and ±100 for the full control effect; nearly all actives have a fitted effect of over 80% in size
#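 ATP (10 uM final) was added to archaeal chaperonin (25 nM final) after 10 min exposure to test compound at 37°C; after 30 min further incubation, ADP was detected by competitive TR-FRET.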
# Nrf2 inh = Nrf2 qHTS screen for inhibitors; A549 ARE-Fluc reporter, luciferase luminescence, 18-24 h; Potency, µM (titrated, usually from 46 µM), for inactives: at the top dose activity change, negative = inhibition, usual class: inhibitors; 2.1% of 360,000 active; note: potency is the fitted concentration of half-maximal effect; % is set by controls: 0 for no effect and ±100 for the full control effect; nearly all actives have a fitted effect of over 60% in size
#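 Quantitative HTS in A549 cells stably bearing an antioxidant response element-firefly luciferase construct. Inhibition of Nrf2-driven transcription was scored by luminescence after 18-24 h of compound exposure at 37 °C.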
# CCT modulator = High-Throughput Screening for Modulators of Cytosolic Chaperonin Activity; purified chaperonin ATPase assay, HTRF ADP detection, 30 min; activity change, % (test concentration not listed), hits read low; 0.3% of 360,000 active; in the data active = activity change below about -30%; note: % is set by controls: 0 for no effect and ±100 for the full control effect
#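 We incubate TRiC, 40 or 20 nM final, with library compounds at 76 uM and 10 uM ATP for 30 min at 37 °C. ADP formed is detected with Transcreener HTRF reagents after 30 min at room temperature.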
# An asterisk follows results filed as active; i = inactive; ? = inconclusive; . = no result given; & = joins results of further samples; [ ] = remark or other dose. Unless noted, calls come from the whole dose curve; as a rule, active = well fitted curve in the direction sought with a large enough effect; inconclusive = small, poorly fitted or top-dose-only effect, or another doubt; inactive = no such curve, though single readings can be large; an effect the other way counts as inactive or inconclusive. This is a random part of the collection; 4.3% or so of the library scored in one or more.
nr	SMILES	A549 viability	Nrf2 ARE act	pAkt inh	Abeta yeast res	HepG2 tox	TGFb SMAD3 inh	Mm-Cpn inhibitor	Nrf2 inh	CCT modulator
1	CCn1c(COc2ccccc2)nnc1SCC(=O)NCc1ccco1	3%	0.5%	i	11%	0%	4%	1%	0%	-1.3
2	COc1ccc(N2CCN(C(=O)C3CCN(S(=O)(=O)c4ccc5c(c4)oc(=O)n5C)CC3)CC2)cc1	-9%	0.2%	i	.	1%	-2%	0%	-21%	1.3
3	CNC(=S)Nc1cccc(C(=O)O)c1	-1%	-0.8%	i	-8%	14%	20%	-1%	8%	1.6
4	Cc1[nH]c2ccc(F)cc2c1CCN(Cc1cccnc1)C(=S)NC(C)(C)C	7%	-0.2%	i	-6%	-14%	?	2%	-2%	0.4
5	Cc1cccc(Cn2c(CNS(=O)(=O)c3ccc(C(C)C)cc3)nc3cccnc32)c1	-15%	-1.3%	.	-7%	-21%	?	.	.	.
6	NC(=O)c1c(NC(=O)c2ccc(F)cc2)sc2c1CCC2	-4%	9.1%	i	7%	-4%	4%	-1%	?	-3.6
7	CCCCNC(=O)[C@@](CC)(ONc1ccccc1C(F)(F)F)c1cccc2ccccc12	-2%	6.6%	i	9%	-14%	?	-1%	-22%	0.3
8	C/C(=N\NC(=O)COc1ccccc1-c1ccccc1)c1ccccn1	?	?	i	-18%	-18%	11µM*	-1%	4.6µM*	1.9
9	O=C(CNC(=O)c1ccc(Br)cc1)NCC(=O)OCC(=O)c1ccc(F)cc1	0%	-0.4%	i	5%	4%	-6%	-3%	3%	-0.9
10	CCCn1nc(NC(=O)c2ccco2)c2cc3ccc(C)cc3nc21	6%	2.6%	i	-4%	-45%	?	-2%	?	-4.9
11	Cc1nn(C(C)C(=O)NC2C(=O)N3C(C(=O)O)=C(CSc4nnnn4C)CSC23)cc1Cl (stereo not given)	-13%	0.3%	i	-3%	1%	-6%	-1%	5%	0.2
12	COc1ccccc1NC(=O)CSc1nnc(Cc2cccn2C)n1CCc1ccccc1	-3%	-0.5%	-83%*	13%	-4%	-6%	-1%	?	1.1
13	Cc1cccn2c(=O)c(C(=O)NCCCN3CCCCC3C)c(O)nc12 (stereo not given)	-2%&9%	0.4%&-1.4%	i	-2%&-11%	7%&3%	6%&-6%	-2%	?	-1.0
14	COc1cccc(NC(=O)CSCC(=O)Nc2ccccc2)c1	-7%	0.3%	i	5%	-2%	8%	-1%	.	1.0
15	Cc1ccc(NC(=O)/C(=C/c2cccc([N+](=O)[O-])c2)NC(=O)C2CCCCC2)c(C)c1	-20%	-0.9%	i	-8%	2%	?	-2%	9.2µM*	1.0
16	COc1ccc(NC(=O)c2cccc(-c3ccc(O)cc3)c2)cn1	-16%	1.7%	i	18%	8%	9%	1%	-13%	2.2
17	CC1CC(=O)NC(=O)N1Cc1ccccc1 (stereo not given)	1%	-0.3%	i	5%	12%	8%	.	2%	-1.5
18	O=C(Nc1cccc(NC(=O)C2CCCO2)c1)C1CCCO1 (stereo not given)	-1%	-0.2%	i	-4%	1%	-5%	-1%	0%	-3.1
19	O=C(O)CCCC(=O)OCCc1cc2ccccc2c(=O)o1	-1%	0.4%	i	-10%	-14%	-16%	1%	-2%	-0.4
20	CCOc1ccc(NC(=O)CN(C)c2ccc(S(=O)(=O)N(C(C)C)C(C)C)cn2)cc1OCC	-4%	0.1%	i	4%	-30%	-2%	.	.	-1.0
21	NC(=O)SC/C(=N\S(=O)(=O)c1ccccc1)Nc1ccccc1	-6%	-0.1%	i	1%	6%	39%[activator]	0%	8%	1.7
22	CCc1ccc(NC(=O)CCc2ccc(CC)o2)cc1	3%	0.1%[9.22 µM]	i	4%	-11%	-20%	2%	3%	4.1
23	Cc1ccc(OCCOCCN2CCCCC2)c([N+](=O)[O-])c1	-8%	0.1%	i	0%	-4%	2%	-4%	7%	-3.0
24	O=C(CN1C(=O)C2C3C=CC(C3)C2C1=O)Nc1cccc2c1CCCC2 (stereo not given)	2%	0.2%	i	-2%	-1%	14%	1%	.	-6.8
25	CCOC(=O)c1cccc(S(=O)(=O)N2CCOCC2)c1	2%	0.3%	i	-23%	2%	3%	-2%	1%	0.2
26	CCCCn1c(N)c(N(CC(C)C)C(=O)CC2CCCC2)c(=O)[nH]c1=O	10%	-0.9%	i	-3%	8%	?	0%	4%	2.1
27	Cc1ccccc1CNS(=O)(=O)c1ccc2c(c1)C(C)(C)C(=O)N2C	2%	-0.8%	i	-12%	8%	5%	0%	-8%	2.6
28	CCOC(=O)C1C(c2cccs2)NC(=O)NC1(O)C(F)(F)F (stereo not given)	-1%	-0.2%	i	15%	-1%	6%	0%	-8%	2.3
29	COc1ccc(-c2cnc3c(NC(C)=O)cc(-c4ccsc4)cn23)cc1OC	.	?	i	-22%	-21%	8%	.	.	-4.2
30	CC(C)C(=O)Nc1nnc(Sc2ccc(N(C)C)cc2)s1	1%	-0.9%	i	-14%	-8%	0%	1%	8%	0.3

# New compounds follow
nr	SMILES	A549 viability	Nrf2 ARE act	pAkt inh	Abeta yeast res	HepG2 tox	TGFb SMAD3 inh	Mm-Cpn inhibitor	Nrf2 inh	CCT modulator
31	O=C(O)CCN1C(=O)/C(=C\c2cccc(OCC(=O)Nc3ccc(Cl)cc3)c2)SC1=S	-6%	?	i	20%	-51%	?	2%	11%	0.5
32	CCOc1ccc(NC(=S)NCCCn2ccnc2)cc1	-3%	0.0%	i	2%	-4%	-1%	0%	8%	-0.1
33	Nc1ncc(-n2cncn2)c(-c2ccccc2)n1	-2%	0.1%	i	-9%	-1%	6%	3%	-10%	-2.7
34	CCOC(=O)CC(NC(=O)c1cc2cc(Cl)ccc2oc1=O)c1ccc(C)cc1 (stereo not given)	11%	-0.6%	.	-11%	-18%	1%	.	18%	.
35	O=C(NCc1ccccc1Cl)c1cnc2ccccc2n1	-1%	3.5%	i	2%	-2%	3%	-1%	-4%	-0.3
36	CC(O)CN(CC(C)O)c1ccc2c(c1)Cc1cc([N+](=O)[O-])ccc1-2 (stereo not given)	?	3.6%	i	-4%	-9%	30%	.	?	-0.8
37	NS(=O)(=O)c1ccc(-n2cccc2C=O)cc1	2%	-0.2%	i	-15%	7%	-10%	3%	0%	-5.3
38	CC(C)OC(=O)c1nnn(-c2nonc2N)c1CN1CCc2ccccc2C1	-4%	0.4%	i	3%	-4%	-13%	2%	-1%	1.3
39	COc1cc2cnc(-c3ccccc3)c(C(=O)c3ccc(F)cc3)c2cc1OC	-4%	3.4%	i	-61%[inhibitor]	-3%	0%	-2%	?	-2.1
40	CCOC(=O)C1=CCN(S(=O)(=O)c2ccc(C)cc2)C1c1ccc(C)cc1 (stereo not given)	.	6.4%	i	7%	-19%	-24%	.	.	2.0
41	COc1cc(OC)cc(C(=O)NCCc2csc(-c3ccc(C(F)(F)F)cc3)n2)c1	8%	-0.4%	.	22%	-41%	-14%	.	.	.
42	Cc1cc2c(cc1S(=O)(=O)NCc1ccc(Cl)cc1)OCC(=O)N2	0%	1.0%	i	6%	-29%	-18%	3%	-2%	-0.2
43	COC(=O)C1CCN(S(=O)(=O)CCNC(=O)c2cccc(OC)c2)CC1	-2%	-0.6%	i	8%	15%	-9%	-4%	-17%	-0.3
44	CCOc1ccc(NC(=O)CSc2nnc(Cn3cnc([N+](=O)[O-])n3)n2CC)cc1	-3%	0.3%	i	18%	-1%	18%	0%	16%	-3.8
45	CN(Cc1ccccn1)C(=O)CC1C(=O)NCCN1Cc1cccc(Oc2ccccc2)c1 (stereo not given)	9%	-0.5%	i	-3%	-9%	-2%	-1%	-7%	-3.4
46	O=C(O)/C=C\c1ccccc1Oc1cccc(Cl)c1	4%	-0.4%	i	-2%	-1%	1%	3%	-1%	1.1
47	CCC(CC)COC(=O)C1=C(C)NC(=O)NC1c1ccc([N+](=O)[O-])cc1 (stereo not given)	?	0.5%	i	1%	-16%	-4%	1%	26µM*	-0.5
48	Cc1cccc2cc(COC(=O)C(C)(C)C)c(=O)[nH]c12	-8%	0.4%	i	-6%	16%	14%	0%	20%	3.2
49	O=C(Nc1ccon1)c1sc2ccccc2c1Cl	-10%[1.84 µM]	9.0%	i	-1%	-6%	-3%	-15%	?	-1.0
50	Cc1ccc(S(=O)(=O)c2cn(Cc3ccccc3F)c3cc4c(cc3c2=O)OCO4)cc1	4%	-1.1%	.	-4%	6%	-2%	.	?	.
51	CC1Cc2ccccc2N1C(=O)CSc1nnc(-c2ccc(S(=O)(=O)N3CCCC3)cc2)n1C (stereo not given)	1%	-0.6%	i	15%	-5%	-2%	-2%	-8%	0.3
52	COc1cccc(C(=O)O/N=C(\C)c2cnccn2)c1	3%	-0.4%	i	-11%	-2%	15%	2%	1%	-2.9
53	CCCOC(=O)C1C2C=C[C@]3(CN(CCc4ccccc4)C(=O)[C@H]13)O2 (stereo not given in full)	-8%	-0.7%	i	-6%	-3%	4%	-1%	2%	0.4

# Full records, quoted from the list. Order of screens: A549 viability | Nrf2 ARE act | pAkt inh | Abeta yeast res | HepG2 tox | TGFb SMAD3 inh | Mm-Cpn inhibitor | Nrf2 inh | CCT modulator
# Shown for COC(=O)C1CCN(S(=O)(=O)CCNC(=O)c2cccc(OC)c2)CC1 = -2% | -0.6% | i | 8% | 15% | -9% | -4% | -17% | -0.3
# Shown for CC(C)OC(=O)c1nnn(-c2nonc2N)c1CN1CCc2ccccc2C1 = -4% | 0.4% | i | 3% | -4% | -13% | 2% | -1% | 1.3
# Shown for CCOC(=O)C1=CCN(S(=O)(=O)c2ccc(C)cc2)C1c1ccc(C)cc1 (stereo not given) = . | 6.4% | i | 7% | -19% | -24% | . | . | 2.0
